Screening data (PubChem BioAssay)
Pin1 inhibitor = blocks the human prolyl isomerase Pin1; Q13526; Pin1 FP peptide displacement, HiFluor488, 10 min; Potency, µM (top dose mostly 115 µM), for inactives: at the top dose activity, negative = inhibition, actives largely listed as inhibitors; 0.009% of 390,000 active; AID 504891; active means well fitted inhibition curve with a large enough effect in the polarisation, with a control signal flat, not every such curve was filed as active; inconclusive means small, poorly fitted or top-dose-only effect, or effect the other way, or a change in a side signal; inactive means no such curve, though single readings can be large or run the other way; the % refers to the polarisation; further: potency means the concentration at half of the fitted maximal effect; on the % scale 0 is the no-effect control and ±100 the full control effect
Target sequence (Q13526 whole entry, looked up): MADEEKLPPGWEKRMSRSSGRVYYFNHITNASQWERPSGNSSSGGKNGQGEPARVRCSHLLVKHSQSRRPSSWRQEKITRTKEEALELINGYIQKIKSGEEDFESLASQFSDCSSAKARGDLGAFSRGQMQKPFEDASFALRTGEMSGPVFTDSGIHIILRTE
GLS inh = blocks human kidney-isoform glutaminase activity. GLS enzymatic activity, qHTS titration. Potency, µM (highest dose often 45.5 µM), inactives show top-dose activity change, negative = inhibition, usual class: inhibitors. 0.21% of 410,000 active; further: potency means the concentration at half of the fitted maximal effect; on the % scale 0 is the no-effect control and ±100 the full control effect
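Human kidney-isoform GLS in 45 mM KH2PO4 pH 8.2, 0.02% Tween-20, with compound, started with 1mM L-Glutamine (added stock). Glutamate oxidase/HRP/Amplex red coupled fluorescence read at start and after 30 min at RT.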
HP1b chromo inh = HP1-beta chromodomain-methylated histone interaction inhibition; AlphaScreen HP1-beta / biotin-H3K9me3 peptide binding; P83916; 0.56% of 390,000 active; Potency, µM (doses to about 114 µM), inactives show at the top dose activity change, negative = inhibition, most hits filed as inhibitors; AID 540317; further: potency means the concentration at half of the fitted maximal effect; nearly all actives have a fitted effect of over 70% in size; inactives centre near 23
Target sequence (P83916 whole entry, looked up): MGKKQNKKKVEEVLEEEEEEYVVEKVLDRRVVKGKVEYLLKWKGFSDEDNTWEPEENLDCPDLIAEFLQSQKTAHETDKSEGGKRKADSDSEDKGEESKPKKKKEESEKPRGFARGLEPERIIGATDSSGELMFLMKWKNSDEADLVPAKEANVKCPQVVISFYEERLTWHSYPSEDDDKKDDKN
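AlphaScreen: HP1-beta (50 nM) preformed 30 min with biotin-H3(1-18)K9me3 peptide (50 nM) in PBS pH 7.4, 0.01% Tween-20. Compound added for 30 min at RT, then streptavidin donor/nickel chelate acceptor beads (10 ug/mL) for 30 min.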
PI4K2A block = inhibitors of human PI4K2A; Q9BTU6; purified PI4K2A, ADP-Glo luminescence, 1 h; active compounds read low; activity change, negative = inhibition, % at 76.9 µM; 0.13% of 420,000 active; AID 1346378; in the data active means activity change below about -50%; inconclusive means mostly about -30% to -49%;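 further: -100% = wells without enzyme as full effect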
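In this quantitative HTS, ADP production by PI4K2A was quantified luminescently after 1 h at ambient temperature; 100 microM adenosine served as plate-quality control.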
PGK inhibitor = blocks T. brucei phosphoglycerate kinase; P07378; PGK/GAPDH coupled, Kinase-Glo luminescence, 60 min; Potency, µM (highest dose often 57.5 µM), for inactives: at the highest dose activity change, negative = inhibition, hits mostly inhibitors; 0.043% of 380,000 active; AID 602233; further: potency means the concentration at half of the fitted maximal effect; on the % scale 0 is the no-effect control and ±100 the full control effect; nearly all actives have a fitted effect of over 60% in size
Target sequence (P07378 whole entry, looked up): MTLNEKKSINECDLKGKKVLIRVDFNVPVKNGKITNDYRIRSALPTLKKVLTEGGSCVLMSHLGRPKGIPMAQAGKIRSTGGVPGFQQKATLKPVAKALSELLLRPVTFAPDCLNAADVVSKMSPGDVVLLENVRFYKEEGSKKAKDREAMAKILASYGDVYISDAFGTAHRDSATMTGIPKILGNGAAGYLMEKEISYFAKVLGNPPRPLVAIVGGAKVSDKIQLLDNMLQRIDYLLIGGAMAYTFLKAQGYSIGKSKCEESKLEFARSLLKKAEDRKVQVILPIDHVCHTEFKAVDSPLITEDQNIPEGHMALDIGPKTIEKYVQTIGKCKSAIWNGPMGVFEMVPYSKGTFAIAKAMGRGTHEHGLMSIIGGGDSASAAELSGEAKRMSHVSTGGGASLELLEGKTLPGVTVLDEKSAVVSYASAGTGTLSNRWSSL
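Luminescent ATP detection (Kinase-Glo Plus) follows a 60-minute room-temperature incubation, with wells lacking PGK as controls. Buffer: 100 mM TEA (pH 7.6), 5 mM MgCl2, 0.01% Tween-20. Coupling enzyme GAPDH (100 nM final) supplies unstable 1,3-BPG in-well.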
BAZ2B inh = BAZ2B (human) inhibition | Q9UIF8 | AlphaScreen BAZ2B-H3K14Ac peptide displacement | Potency, µM (doses to about 114 µM), for inactives: at the highest dose activity change, negative = inhibition, hits mostly inhibitors | 4.4% of 360,000 active | AID 504333; further: potency means the concentration at half of the fitted maximal effect; on the % scale 0 is the no-effect control and ±100 the full control effect; nearly all actives have a fitted effect of over 60% in size
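In this displacement format the biotinylated H3(5-23) peptide acetylated at Lys14 serves as ligand at 50 nM, with BAZ2B at 50 nM in PBS pH 7.4 containing 0.01% Tween-20. Donor and acceptor beads are 10 ug/mL final.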
POLH inh = DNA polymerase eta (human) inhibition. Potency, µM (highest dose often 114 µM), inactives show top-dose activity change, negative = inhibition, most hits filed as inhibitors. AID 588591. recombinant Pol eta, fluorescent DNA replication assay. Q9Y253. 1.2% of 390,000 active; further: potency means the concentration at half of the fitted maximal effect; on the % scale 0 is the no-effect control and ±100 the full control effect
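Pol eta (10 nM) was preincubated with compounds for 15 min at room temperature, after which fluorescent replication substrate (50 nM final) was added to start the reaction. Fluorescence was read kinetically at 0 and 10 min.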
JMJD2A Tudor = blocks the human JMJD2A Tudor domain. Potency, µM (top dose mostly 114 µM), without a hit: top-dose activity change, negative = inhibition, actives largely listed as inhibitors. O75164. AlphaScreen JMJD2A-Tudor / H3K4me3 peptide binding. 4.4% of 390,000 active. AID 504339; further: potency means the concentration at half of the fitted maximal effect; on the % scale 0 is the no-effect control and ±100 the full control effect; nearly all actives have a fitted effect of over 50% in size
G9a block = blocks human histone lysine methyltransferase G9a | G9a H3K9 monomethylation, AlphaScreen, 2 h | Potency, µM (highest dose often 102 µM), for inactives: at the top dose activity, negative = inhibition, most hits filed as inhibitors | 8.8% of 350,000 active | AID 504332; further: potency means the concentration at half of the fitted maximal effect; on the % scale 0 is the no-effect control and ±100 the full control effect; nearly all actives have a fitted effect of over 75% in size
Target sequence (Q96KQ7 913-1193 limits assumed): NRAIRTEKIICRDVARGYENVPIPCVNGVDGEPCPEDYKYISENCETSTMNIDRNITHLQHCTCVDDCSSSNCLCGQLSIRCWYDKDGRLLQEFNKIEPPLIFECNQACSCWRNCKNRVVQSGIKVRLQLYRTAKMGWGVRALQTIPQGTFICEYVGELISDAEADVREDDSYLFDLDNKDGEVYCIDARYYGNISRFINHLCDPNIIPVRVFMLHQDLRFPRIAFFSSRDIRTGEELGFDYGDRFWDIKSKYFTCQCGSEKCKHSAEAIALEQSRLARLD
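Enzyme 20 nM + cpd, 15 min RT; add b-H3K9 pep 500 nM / SAM 20 uM; 2 h RT; anti-H3K9me1 Ab 0.5 ug/mL + SA donor / anti-rabbit acceptor beads 20 ug/mL each, 10 min; AlphaScreen read.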
Active calls of the source: *; i = inactive; ? = inconclusive; nt = not tested or not shown; [ ] = another dose, or the depositor's remark. Unless noted, the call rests on the fitted dose curve; in most records, active means well fitted curve in the direction sought with a large enough effect; inconclusive means small, poorly fitted or top-dose-only effect, or another doubt; inactive means no such curve, though single readings can be large; an effect the other way counts as inactive or inconclusive. Only part of the results is shown. The share of hits here may be higher or lower than overall.

Values in the order: Pin1 inhibitor, GLS inh, HP1b chromo inh, PI4K2A block, PGK inhibitor, BAZ2B inh, POLH inh, JMJD2A Tudor, G9a block
CCOC(=O)c1ccc(NC(=O)CSc2ccc(-c3ccncc3)nn2)cc1
→ -0.5%, 1.0%, 32.3%, 0.5, -10.8%, 8.0%, -8.2%, -19.9%, -1.9%
COc1cc(/C=C/C(=O)NC(C)C)ccc1OCc1ccccc1
→ 1.8%, 11.8%, 11.4%, -0.2, i, 5.2%, -12.7%, -13.1%, 12.5%[59 µM]
O=[N+]([O-])c1cc(S(=O)(=O)N2CCCCCC2)ccc1Cl
→ 0.2%, -2.8%, 11.3%, 4.3, 2.6%, -33.7%, -8.0%, -24.1%, ?
CC1CN(S(=O)(=O)c2ccc(C(=O)Nc3nnc(-c4ccc5c(c4)CCCC5)o3)cc2)CC(C)O1 (stereo not drawn)
→ -0.4%, -2.7%, 53.4%[activator], -3.3, -1.2%, 18.4%, -3.5%, -16.3%, -5.3%
O=C(CCCn1c(=O)c2cccn2c2ccccc21)Nc1cccc(Cl)c1
→ ?, -0.4%, -8.9%, 2.2, nt, ?, nt, -35.5%, -45.4%[59 µM]
CC(=O)c1ccccc1OCCn1nnc(-c2ccc(C)cc2)n1
→ -1.9%, 16.6%, 74.9%[activator], 8.2, 3.9%, 36.1%, -2.6%, 33.1%, 11.1%[59 µM]
CC(=O)N1CCN(c2csc3ccc(Br)cc3c2=O)CC1
→ 0.1%, 20.0%, 28.2%[57 µM], -3.1, -5.2%, -14.1%, -10.8%, -10.5%, -32.1%[59 µM]
CCOC(=O)c1c(C)nc2sc3c(=O)[nH]cnc3c2c1-c1ccc(OC)cc1
→ 0.0%, -2.9%, 10.6%, -4.7, -12.6%, 1.7%, -22.8%, -12.5%, -4.2%
N=C1/C(=C\c2ccc(OC(=O)c3ccc(F)cc3)cc2)C(=O)N=C2SC(N3CCCC3)=NN12
→ ?, 0.4%, 42.4%[activator], 8.4, -0.5%, -36.8%, 56.2µM*, -21.5%, 1.8%
COc1cc(/C=C2\SC(=O)N(c3ccc(Cl)cc3)C2=O)cc([N+](=O)[O-])c1O
→ nt, ?, ?, -4.4, -9.0%, 7.08µM*, -14.6%, 7.94µM*, 7.94µM*
Cc1csc(NC(=O)c2cnc3ccccc3n2)n1
→ -2.0%, 4.9%, -24.6%, 5.8, -5.7%, -25.5%, -20.6%, -33.6%, 44.7µM*
Clc1ccccc1CNc1ncnc2nc[nH]c12
→ -1.6%, 2.2%, 34.9%, 1.3, -4.1%, 4.1%, 4.0%, -14.9%, -4.2%
C=C[C@@H]1c2cc(C)ccc2N(S(=O)(=O)c2ccc(C)cc2)[C@H](c2ccccc2)C1(C#N)S(=O)(=O)c1ccccc1 (stereo partly drawn)
→ 5.9%, -10.8%, 61.3%[activator], 3.7, -9.4%, nt, -13.9%, -17.1%, nt
CN1OC[C@@H]2CN(Cc3ccccc3)[C@H](c3cccc(Oc4ccccc4)c3)C[C@@H]21
→ 3.1%, -0.8%, 43.0%[activator], 2.4, -2.8%, nt, -23.4%, -11.6%, nt
CN(C(=O)/C=C/c1cnc2ccccc2c1)C1CCCCC1
→ ?, 12.0%, 23.0%, -2.5, -4.9%, 23.7%, 1.9%, -24.8%, 57.9%[activator]
CC1CCN(C(=O)CCc2nnc(-c3ccccc3)o2)CC1
→ 0.6%, -0.3%, 29.9%[57 µM], 2.2, -6.9%, 2.4%, -11.8%, -9.2%, -25.3%
COc1cc(OC)cc(-c2nc3nc(C)c(CCC(=O)Nc4cc(C)cc(C)c4)c(C)n3n2)c1
→ -1.0%, -6.7%, 34.9%, -5.7, -5.3%, -5.1%, -6.0%, 5.1%, 2.6%[59 µM]
Cc1ccnc(NC(=O)c2ccc3c(c2)C(=O)N(CC2CCCO2)C3=O)c1 (stereo not drawn)
→ -1.0%, 0.5%, 18.7%, -18.2, -2.5%, -10.5%, -3.1%, -21.0%, nt
Cc1cc(=O)n2nc(N3CCCC3C(=O)Nc3ccccc3C)sc2n1 (stereo not drawn)
→ 1.0%, -5.5%, -4.1%, -6.4, -4.8%, -25.3%, -12.8%, -12.5%, -3.8%
O=C(CSC1=NS(=O)(=O)c2cc(Cl)ccc2N1)c1ccc(Cl)cc1
→ 11.8%, 1.7%, 44.0%[activator], -7.3, -9.3%, -9.1%, -0.8%, -10.7%, 56.2µM*
Cc1nn(CC(=O)Nc2ccncc2)c(C)c1[N+](=O)[O-]
→ 5.4%, 0.2%, 23.6%, 1.0, -7.0%, -4.2%, ?, 0.7%, 0.0%[59 µM]
O=C(CCC1COc2ccccc2O1)Nc1ncccc1O (stereo not drawn)
→ 4.3%, 28.9%, 7.5%, ?, 0.2%, ?, -8.2%, 50.1µM*, -4.8%[59 µM]
COc1ccc(OC)c(C2C(C#N)=C(N)N(N(C)C)C3=C2C(=O)CCC3)c1 (stereo not drawn)
→ -3.2%, 0.4%, 2.0%, 2.9, i, -6.0%, -11.3%, -18.9%, -38.5%
Cc1cccc(OCC(=O)O/N=C(\N)Cc2ccc([N+](=O)[O-])cc2)c1
→ -1.2%, 11.2%, 39.8%[activator], -2.3, 1.5%, 3.8%, -12.7%, -13.3%, 35.5µM*
Cc1cc(C(=O)Nc2cccnc2)cs1
→ 7.1%, 1.8%, 22.8%, -1.8, -0.8%, -0.5%, 6.8%, -18.4%, -4.6%[59 µM]
CCOC(=O)N1CC=C2C(C#N)=C(N)C(C#N)(C#N)[C@H](c3ccc(OCC)c(OCC)c3)[C@H]2C1
→ ?, 9.7%, 38.7%, 11.3, 21.5%, -33.1%, -24.0%, -6.4%, ?
Cc1cccc(NC(=O)N2CCN(Cc3ccc4c(c3)OCO4)CC2)c1C
→ 7.9%, 0.0%, 33.8%, -2.5, nt, -18.0%, -11.6%, -13.1%, 0.0%
COc1ccc2c(Cl)c(C(=O)NCCCn3ccnc3)sc2c1Cl
→ -0.9%, 0.8%, 25.4%, 8.5, -5.5%, ?, ?, ?, ?
CC(C)(C)OC(=O)[C@H](Cc1ccccc1)NC(=O)c1nc[nH]c1C(=O)N1CCc2ccccc2C1
→ -4.2%, 1.4%, 33.7%, -1.8, 1.0%, -8.2%, -19.7%, ?, 2.7%
CCOCC(=O)Nc1c(C(=O)OCC)oc2ccccc12
→ -3.7%, 5.6%, 18.7%, 0.2, -7.4%, 8.1%, -3.6%, 4.4%, 7.6%[12.7 µM]

2 of the compounds above, with bars between the fields:
Structure | Pin1 inhibitor | GLS inh | HP1b chromo inh | PI4K2A block | PGK inhibitor | BAZ2B inh | POLH inh | JMJD2A Tudor | G9a block
Cc1ccnc(NC(=O)c2ccc3c(c2)C(=O)N(CC2CCCO2)C3=O)c1 (stereo not drawn) | -1.0% | 0.5% | 18.7% | -18.2 | -2.5% | -10.5% | -3.1% | -21.0% | nt
Cc1cc(=O)n2nc(N3CCCC3C(=O)Nc3ccccc3C)sc2n1 (stereo not drawn) | 1.0% | -5.5% | -4.1% | -6.4 | -4.8% | -25.3% | -12.8% | -12.5% | -3.8%

(continued)
Values in the order: Pin1 inhibitor, GLS inh, HP1b chromo inh, PI4K2A block, PGK inhibitor, BAZ2B inh, POLH inh, JMJD2A Tudor, G9a block
CCOC(=O)C1CCCN(C(=O)c2cc(S(=O)(=O)Nc3ccccc3OC)ccc2C)C1 (stereo not drawn)
→ 3.1%, 0.0%, 43.1%[activator], 3.9, -5.2%, -1.2%, -16.3%, -17.9%, 0.5%
O=C(O)Cc1cn(Cc2cccc(Cl)c2)c2ccccc12
→ 17.7%, -0.1%, 27.8%, -4.6, 2.7%, -14.8%, -3.6%, -9.0%, -28.1%
Cc1cc(N(CCO)CCO)nc(-n2nc(C)cc2C)n1
→ -2.3%, 20.8%, 52.3%[activator], 2.3, 6.4%, -15.0%, -5.1%, ?, 39.8µM*
Cn1c(SCC(=O)Nc2ccc3c(c2)OCO3)nnc1-c1cnccn1
→ -10.8%, 0.0%, 48.4%[activator], 2.2, -4.0%, 1.0%, 1.0%, -15.4%, 13.9%[59 µM]
CC1C(=O)C(C)C(c2ccc(O)cc2)NC1c1ccc(O)cc1 (stereo not drawn)
→ 2.7%, 11.5%, 38.2%, -0.1, -6.5%, 8.3%, ?, -1.0%, 26.0%[2.33 µM]
CCc1cccc(NC(=O)Cn2c(=O)n(-c3ccccc3C)c(=O)c3c2c2cc(C)ccc2n3C)c1
→ 1.1%, 8.6%, 34.5%, -2.8, 2.0%, -8.7%, -10.1%, 8.6%, 0.7%[59 µM]
C#CCOCCOCCOCCNc1nc(N2CCN(C(=O)[C@H](CCC(=O)O)n3cc([C@@H](N)CCCCN)nn3)CC2)nc(N2CCN(C(=O)[C@H](CCCCN)n3cc([C@@H](N)CC(N)=O)nn3)CC2)n1
→ -1.3%, -5.1%, 34.1%, -1.6, 1.4%, nt, -16.9%, 50.1µM*, nt
c1ccc(-c2nnc(-c3ccccn3)nc2NC2CCCCC2)cc1
→ -1.4%, -15.6%, 18.8%, -12.9, -1.3%, 1.78µM*, 4.3%, 3.16µM*, -3.9%
CC(=O)N1CCCC1c1nc2ccccc2n1Cc1ccccc1F (stereo not drawn)
→ -12.3%, 1.1%, 20.4%, 0.2, 6.9%, -24.4%, -6.0%, -14.9%, -9.1%[59 µM]
Cc1ccc(Sc2c(C)nn(C(=O)c3ccc(Cl)cc3)c2C)cc1
→ -0.6%, 4.0%, 216.7%[activator], 1.5, -7.9%, 241.6%[activator], -9.7%, 166.8%[activator], 108.4%[activator][59 µM]
CCOC(=O)c1sc2nc(CN3CCN(c4cccc(C(F)(F)F)c4)CC3)[nH]c(=O)c2c1C
→ ?, 0.6%, 14.6%, -3.3, -7.3%, 9.3%, -13.5%, -5.1%, -21.6%
